ERK EGF inh – inhibitors of EGF-stimulated ERK signaling pathway; HEK293-V1b, EGF-stimulated phospho-ERK AlphaScreen; Potency, µM (series often up to 11.5 µM), without a hit: at the highest dose activity change, negative = inhibition, usual class: inhibitors; hit rate 0.41% among 130,000; AID 1454; active = well fitted inhibition curve with a large enough effect; inconclusive = small, poorly fitted or top-dose-only effect, or effect the other way;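 note: plate controls were stimulated vehicle wells for no effect and unstimulated vehicle basal for full effect; nearly all actives have a fitted effect of over 55% in size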
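In this qHTS, HEK293 cells with stable type-1 vasopressin (V1b) receptor were exposed to compound at 37C for 30 min, stimulated 5 min with EGF at 25 nM, lysed, and probed for phospho-ERK by AlphaScreen.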
The depositor's hits bear a star; ? = inconclusive; & = joins results of further samples; [ ] = dose if it differs, or a comment. Potency is the fitted concentration of half-maximal effect. The list is partial; rates above refer to the full screens.

Compound	ERK EGF inh
COc1cc(CNCCNCC(C)O)ccc1OCc1ccc(Cl)nc1 (stereo not drawn)	3%
COc1ccccc1NC(=S)NC(=O)c1ccc(Cn2cc(Br)cn2)cc1	-13%
CN(CCO)c1nc(N)c2c(N)nc3c(c2c1C#N)CC(=O)N3Cc1cccs1	4%
CC1(OC(=O)c2cccs2)C(=O)C=C2C=C(c3ccc(C#N)cc3)OC=C2C1=O (stereo not drawn)	-5%&-24%
COCCn1nnnc1C(c1cccs1)N1CCN2CCCC2C1 (stereo not drawn)	5%
Cc1ccc2c(CC(=O)NNC(=O)c3ccccc3)coc2c1	3%
CCOc1ccc(Br)cc1S(=O)(=O)NCc1ccc(S(N)(=O)=O)cc1	-4%
COc1cc(NS(=O)(=O)c2ccc(NC(=S)NC(=O)/C=C/c3ccco3)cc2)ncn1	-3%
CC(C)(C)OC(=O)N/N=C/c1cc(N=Nc2ccccc2)ccc1O	?
COc1ccc(-c2cn3cccnc3n2)cc1NC(=O)c1cc(OC)c(OC)c(OC)c1	0%
COc1cccc(CNc2ccc([N+](=O)[O-])c(NCC(=O)O)n2)c1	-3%
Cc1cccc(C)c1OCc1nnc(SCC(=O)NCCc2ccccc2)o1	1%
O=c1oc(-c2ccc(Cl)c(Cl)c2)nn1-c1ccc(C(F)(F)F)cn1	-11%[57.5 µM]
COC(=O)c1sccc1NC(=O)CC1C(=O)NCCN1C(=O)Nc1cc(Cl)ccc1OC (stereo not drawn)	4%[57.5 µM]
Cc1ccc(C(=O)CSc2nnc(-c3ccccc3)o2)cc1	-8%
CC(C)c1nnc(SCC(=O)NCc2ccc3c(c2)OCO3)n1C	4%
O=C(CN1CCCCCC1)Nc1ccc(S(=O)(=O)N2CCOCC2)cc1	4%
CC(=O)N1CCN(S(=O)(=O)c2cccc(C(=O)NC3CCC(C)CC3)c2)CC1 (stereo not drawn)	-5%
Cc1ccc(NC(=O)CCSc2ccccn2)cc1	6%
O=C1NC(Cc2ccccc2)C(=O)N1Cc1cc([N+](=O)[O-])cc2c1OCOC2 (stereo not drawn)	-1%
COc1ccc(Nc2nnc(SCC(=O)Nc3ccc4[nH]c(=O)[nH]c4c3)s2)cc1	-15%[57.5 µM]
N/C(=N/OC(=O)c1ccc(Cl)cc1)c1ncc([N+](=O)[O-])s1	-8%[57.5 µM]
CC(C)(C)c1nc(Sc2ccc([N+](=O)[O-])cn2)n[nH]1	-15%[57.5 µM]
Cn1c(/C(C#N)=C/c2ccc(O)cc2)nc2ccccc21	2%[57.5 µM]

Structures above that have a Cl atom, in the order listed:
Compound	ERK EGF inh
COc1cc(CNCCNCC(C)O)ccc1OCc1ccc(Cl)nc1 (stereo not drawn)	3%
O=c1oc(-c2ccc(Cl)c(Cl)c2)nn1-c1ccc(C(F)(F)F)cn1	-11%[57.5 µM]
COC(=O)c1sccc1NC(=O)CC1C(=O)NCCN1C(=O)Nc1cc(Cl)ccc1OC (stereo not drawn)	4%[57.5 µM]
N/C(=N/OC(=O)c1ccc(Cl)cc1)c1ncc([N+](=O)[O-])s1	-8%[57.5 µM]

Next section
Compound	ERK EGF inh
CCOC(=O)/C(=N\Nc1ccccc1Cl)N1CCN(Cc2ccccc2)CC1	1%
Cc1ccccc1OCC(=O)N=Nc1c(O)n(C)c2ccccc12	-2%[57.5 µM]
CCCCC(NC(=O)c1cccc(Br)c1)C(=O)O (stereo not drawn)	5%
O=C(Oc1ccccc1)N1CCC2(CCCN(c3ccncc3)C2)CC1	5%
CCOC(=O)N1CCC(N2CCN(S(=O)(=O)c3ccc([N+](=O)[O-])cc3)CC2)CC1	-6%[57.5 µM]
COc1ccc(-n2c(SCC(N)=O)nnc2-c2cccnc2)cc1	0%
CCCCNc1nc(C)nc2c1nc(-c1ccccc1)n2CCCCN(CC)CC	-5%
Cc1cccc(NC(=O)CSc2nnc(CNC(=O)c3cccs3)o2)c1C	-5%
Cc1cccc(NS(=O)(=O)c2cccc3nonc23)c1	31%
COc1ccc(C2CC(C(F)(F)F)n3ncc(C(=O)Nc4c(C)n(C)n(-c5ccccc5)c4=O)c3N2)cc1 (stereo not drawn)	-3%
CCn1cc(/C=N\NC(=O)Cc2ccc(Cl)cc2)cn1	1%
Cc1ccc(S(=O)(=O)NNC(=O)c2csnn2)cc1	-4%
O=C(NCCO)Nc1ccc(Cl)cc1	-2%
COc1ccc(C(=O)OCCN2CCOCC2)cc1	-3%
CC1=C(C2=C(C)C(C(C)C)C3=C(C(=O)C(O)C3O)C2O)C(O)C2=C(C(O)C(O)C2=O)C1C(C)C (stereo not drawn)	-10%
O=C(c1ccc(Br)cc1)N(Cc1nc2ccccc2c(=O)[nH]1)C1CCCC1	3%

Another view of seven compounds above.
ERK EGF inh	SMILES
31%	Cc1cccc(NS(=O)(=O)c2cccc3nonc23)c1
-3%	COc1ccc(C2CC(C(F)(F)F)n3ncc(C(=O)Nc4c(C)n(C)n(-c5ccccc5)c4=O)c3N2)cc1 (stereo not drawn)
1%	CCn1cc(/C=N\NC(=O)Cc2ccc(Cl)cc2)cn1
-4%	Cc1ccc(S(=O)(=O)NNC(=O)c2csnn2)cc1
-2%	O=C(NCCO)Nc1ccc(Cl)cc1
-3%	COc1ccc(C(=O)OCCN2CCOCC2)cc1
-10%	CC1=C(C2=C(C)C(C(C)C)C3=C(C(=O)C(O)C3O)C2O)C(O)C2=C(C(O)C(O)C2=O)C1C(C)C (stereo not drawn)

The listing continues.
Compound	ERK EGF inh
CC(=O)NC(Cc1ccccc1C)C(=O)NC1CCN(c2nnnn2-c2ccccc2)CC1 (stereo not drawn)	-4%[57.5 µM]
O=C(NCc1ccco1)c1cccc(NS(=O)(=O)c2cccc(F)c2)c1	-6%
CC(=O)Nc1sc2c(c1C(c1ccncc1)N1CCOCC1)CCCC2 (stereo not drawn)	3%
CCCCCCCCCCCCC/C=C/[C@@H](O)[C@H](COP(=O)([O-])OCC[N+](C)(C)C)NC(=O)CCCCCCCCCCCCCCCCC	5%
CCOc1ccc(/C=N/NC(=S)NC2CC3CC2C2C=CCC32)cc1 (stereo not drawn)	0%[57.5 µM]
COc1ccc(N=C2SCC(c3ccc([N+](=O)[O-])cc3)=NN2CCO)cc1	13%[57.5 µM]
CN(c1ccccc1)S(=O)(=O)c1cccc(NC(=O)c2cc3ccccc3oc2=O)c1	-9%[57.5 µM]
CCOC(=O)c1ccc(NC(=S)N2CCSC2c2c(F)cc(F)cc2F)cc1 (stereo not drawn)	?
O=C(NCc1nc2ccccc2[nH]1)C1=C[C@@H](c2csc3ccccc23)C[C@@H](OCc2ccc(CO)cc2)O1	3%[57.5 µM]
Cc1sc2ncnc(-n3nnc4ccccc43)c2c1C	1%
CCOC(=O)CNC(=O)c1ccc(Cl)s1	26%
O=C(c1ccc(C(F)(F)F)cc1)C1CCCN(C(=O)c2csnn2)C1 (stereo not drawn)	-7%[57.5 µM]
[O-]c1c[n+](-c2ccc(-[n+]3cc([O-])on3)cc2)no1	-6%
CC(=O)Nc1ccc(N2C(=O)c3cccc(NC(C)=O)c3C2=O)cc1	-2%
O=C(c1ccncc1)N1CCC2(CCCN(c3ccc(-c4ccccc4)cc3)C2)CC1	8%
O=C(Cn1cnc2ccccc2c1=O)Nc1nnc(SCc2ccc(Cl)cc2)s1	-9%[57.5 µM]

(continued)
SMILES | ERK EGF inh
Cc1ccc(NC(=S)NCCc2c[nH]c3ccccc23)c(C)c1 | 11%[57.5 µM]
O=C1CS/C(=N/N=C/c2c[nH]c3ccccc23)N1 | -2%[57.5 µM]
CS(=O)(=O)N1CCC[C@@]2(CCN(C(=O)Nc3cccc(F)c3)C2)C1 | -10%
O=C(c1ccc2c(c1)OCO2)N1CCC2(CC1)Oc1ccc(Cl)cc1C(=O)C21CC(c2ccc(Cl)cc2)=NO1 (stereo not drawn) | -8%[57.5 µM]
Cc1nn(-c2ccccc2)c2nc(C(Cl)(Cl)Cl)[nH]c(=O)c12 | -5%[57.5 µM]
CCC(=O)N1CCN(c2ccc(NC(=O)c3ccc([N+](=O)[O-])o3)cc2)CC1 | -5%
Cc1cc(F)ccc1N1CCC(N2CCN(C(C)C)C(CCO)C2)CC1 (stereo not drawn) | -11%[57.5 µM]
COc1cc2c(cc1NC(=O)CSc1ccc(Cl)cc1)oc1ccccc12 | -1%
Cc1cc(C2CCCCC2)n(O)c(=O)c1 | 0%
CCC(=O)NC(=S)Nc1c(C)cc(Br)cc1C | -9%
CCc1ccc(NC(=O)C(=O)NCCOc2ccccc2Cl)cc1 | 6%
O=[N+]([O-])c1cc(/C=N/O)ccc1Oc1ccccc1Cl | ?
C[N+]1=C(/C=C/Nc2ccccc2Cl)C(C)(C)c2ccccc21 | 1%
O=C(CCn1c2c(c3ccccc31)CCCC2)NNC(=O)c1cccc([N+](=O)[O-])c1 | -2%
Cc1ccc(Cl)cc1NC(=O)N(C)CCO | 0%[57.5 µM]
COC1=CC(C)C2CC3OC(=O)CC4C(C)=C(OC)C(=O)C([C@]2(C)C1=O)[C@]34C (stereo partly drawn) | 22%
CC1CCN(C(=O)CCCOc2ccc(Cl)cc2)CC1 | 9%
Cc1c(Br)c([N+](=O)[O-])nn1CC(=O)N1CCc2ccccc2C1 | 9%
CC(NS(=O)(=O)/C=C/c1ccccc1)C(=O)O (stereo not drawn) | 7%
COC(=O)N1CCC2(CCCN(Cc3ccccc3)C2)CC1 | -12%
Cc1noc(C)c1C(=O)N1CCCC(C(=O)c2cccc(OC(C)C)c2)C1 (stereo not drawn) | -2%
COc1ccccc1N1CCN(CC(=O)c2c(N)n(C)c(=O)n(C)c2=O)CC1 | 0%
CSc1ccccc1NC(=O)N1CCC(CO)(CC2CCCCO2)CC1 (stereo not drawn) | -13%
Cc1cccc(NCC(=O)N/N=C/c2cccc(Br)c2)c1 | 3%
Cc1noc(C)c1COc1cccc(C(=O)Nc2ccc3c(c2)OCO3)c1 | -7%
Nc1c(N(CCO)C(=O)/C=C/c2ccco2)c(=O)[nH]c(=O)n1Cc1ccccc1 | -3%
O=c1cc(CN2CCN(C/C=C/c3ccccc3)CC2)c2cc(O)c(-c3ccccc3)cc2o1 | -3%
O=C1CCCC(=O)C1CS(=O)(=O)c1ccccc1 | -8%
COc1cc(C(=O)c2ccccc2Cl)c([N+](=O)[O-])cc1OC | 2%
CSc1ccc(OC2CCN(Cc3ccccc3)CC2)cc1 | 3%
COc1ccc(Nc2nc3c(C)cccc3cc2C#N)c(OC)c1 | -5%
Cc1cccc(-n2cnc(C(=O)NNC(=S)Nc3ccc(Cl)cc3)c2)n1 | -2%
CC(C)c1ccc(C(=O)N2CCN(c3cnn(C)c(=O)c3Cl)CC2)cc1 | 1%
COc1cccc(C(=O)Nc2nnc(C(C)C)s2)c1 | -1%
CN1N=C2c3ccccc3CCCC2C1c1ccc(F)cc1 (stereo not drawn) | 23%[57.5 µM]
CC(C)C(=O)N1N=C2CCCCC2C1(O)C(F)(F)F (stereo not drawn) | -1%
COC(=O)c1cnn(-c2nc(OC)cc(OC)n2)c1C | -5%
Cc1ccc(C(=O)N(Cc2cccnc2)Cc2cc3cc(C)ccc3n3nnnc23)cc1 | -3%
O=C(c1ccco1)N1CCN(C(=O)c2ccccc2NS(=O)(=O)c2ccc(F)cc2)CC1 | -6%[57.5 µM]
CC1CCC(C(C)C)C(OC(=O)Cn2c(-c3ccc(Cl)cc3)[n+](C)c3ccccc32)C1 (stereo not drawn) | ?
Cc1ccc(NC(=O)CN(c2ccc(Cl)cc2)S(=O)(=O)c2cc([N+](=O)[O-])ccc2Cl)c(C)c1 | ?
COc1ccc(C(=O)NNC(=O)C(=O)NC(C)c2ccccc2)cc1OC (stereo not drawn) | 6%
CC(NC(=O)c1ccc(Br)cc1)c1ccccc1 (stereo not drawn) | -16%
C=C(C)C(=O)Nc1cccnc1Oc1ccc(F)cc1F | -4%[57.5 µM]
Cc1ccc(N(C)S(=O)(=O)c2cccc(C(=O)Nc3nc4ccccc4[nH]3)c2)cc1 | -2%
O=C(CCc1nnc(-c2ccc3c(c2)OCO3)o1)NC(c1ccccn1)C(F)(F)F (stereo not drawn) | -6%
Cc1ccc(S(=O)(=O)N2CCCCC2)cc1NC(=O)COC(=O)c1c(F)cccc1F | -4%
COc1cc(OC)cc(C(=O)n2nc(C)cc2C)c1 | 6%
COc1cc(CCC(=O)OCC(=O)Nc2ccc(C(N)=O)cc2)cc(OC)c1OC | 4%
C/C(=N\NC(=O)c1ccccc1)c1nc2ccccc2n1C | 6%
CC(C)CCNC(=O)CCC(=O)NNc1nc2ccccc2c2nc(-c3ccccc3)nn12 | 1%
CCCOC(=O)C1=C(C)N(C)C(=O)NC1c1cc2c(cc1[N+](=O)[O-])OCO2 (stereo not drawn) | 5%
O=C(CN1C(=O)CSc2ccccc21)N/N=C/c1ccco1 | 9%[57.5 µM]
Fc1ccc(-n2c(Cc3cccs3)n[nH]c2=S)cc1Cl | -4%
Cc1ccc(-c2cn(-c3ccccc3)c(SCC(=O)NC3CCS(=O)(=O)C3)n2)cc1C (stereo not drawn) | -1%
COCC(=O)N1CCC2(CCN(Cc3ccccc3OC)CC2)CC1 | 7%
CCOc1ccc(NC(=O)CSc2nc3ccccc3c(=O)n2Cc2cccs2)cc1 | -7%
Cc1ccnc(NS(=O)(=O)c2ccc(NC(=O)c3ccc(Br)o3)cc2)n1 | -2%
COc1c(C=O)c(CCN(C)C(=O)c2ccc(F)cc2)cc2c1OCO2 | -3%[57.5 µM]
O=C(c1cc2ccccc2o1)N1CCCC1 | -5%
O=c1c2ccccc2[nH]c(=S)n1CCN1CCC(=C(c2ccc(F)cc2)c2ccc(F)cc2)CC1 | -3%
Cc1ccc(C)c(N(C(=O)c2snc(C(N)=O)c2N)C(C(=O)NCC2CCCO2)c2cccs2)c1 (stereo not drawn) | -2%
CCc1noc(C)c1C(=O)Nc1nnc(C2CCCCC2)s1 | -1%

High-throughput results (PubChem)
